Assay outcomes as filed in PubChem BioAssay.
mHTT CaM bind = mHTT-calmodulin interaction abrogation | P42858 | AlphaScreen His-mHTT/GST-CaM binding, luminescence | inhibition, % at 15 µM | 190,000 compounds, 3.6% hits | AID 1671202;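 note: 0% = both proteins with DMSO and 100% = one protein alone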
Target sequence (P42858 whole entry, looked up, stated change not applied): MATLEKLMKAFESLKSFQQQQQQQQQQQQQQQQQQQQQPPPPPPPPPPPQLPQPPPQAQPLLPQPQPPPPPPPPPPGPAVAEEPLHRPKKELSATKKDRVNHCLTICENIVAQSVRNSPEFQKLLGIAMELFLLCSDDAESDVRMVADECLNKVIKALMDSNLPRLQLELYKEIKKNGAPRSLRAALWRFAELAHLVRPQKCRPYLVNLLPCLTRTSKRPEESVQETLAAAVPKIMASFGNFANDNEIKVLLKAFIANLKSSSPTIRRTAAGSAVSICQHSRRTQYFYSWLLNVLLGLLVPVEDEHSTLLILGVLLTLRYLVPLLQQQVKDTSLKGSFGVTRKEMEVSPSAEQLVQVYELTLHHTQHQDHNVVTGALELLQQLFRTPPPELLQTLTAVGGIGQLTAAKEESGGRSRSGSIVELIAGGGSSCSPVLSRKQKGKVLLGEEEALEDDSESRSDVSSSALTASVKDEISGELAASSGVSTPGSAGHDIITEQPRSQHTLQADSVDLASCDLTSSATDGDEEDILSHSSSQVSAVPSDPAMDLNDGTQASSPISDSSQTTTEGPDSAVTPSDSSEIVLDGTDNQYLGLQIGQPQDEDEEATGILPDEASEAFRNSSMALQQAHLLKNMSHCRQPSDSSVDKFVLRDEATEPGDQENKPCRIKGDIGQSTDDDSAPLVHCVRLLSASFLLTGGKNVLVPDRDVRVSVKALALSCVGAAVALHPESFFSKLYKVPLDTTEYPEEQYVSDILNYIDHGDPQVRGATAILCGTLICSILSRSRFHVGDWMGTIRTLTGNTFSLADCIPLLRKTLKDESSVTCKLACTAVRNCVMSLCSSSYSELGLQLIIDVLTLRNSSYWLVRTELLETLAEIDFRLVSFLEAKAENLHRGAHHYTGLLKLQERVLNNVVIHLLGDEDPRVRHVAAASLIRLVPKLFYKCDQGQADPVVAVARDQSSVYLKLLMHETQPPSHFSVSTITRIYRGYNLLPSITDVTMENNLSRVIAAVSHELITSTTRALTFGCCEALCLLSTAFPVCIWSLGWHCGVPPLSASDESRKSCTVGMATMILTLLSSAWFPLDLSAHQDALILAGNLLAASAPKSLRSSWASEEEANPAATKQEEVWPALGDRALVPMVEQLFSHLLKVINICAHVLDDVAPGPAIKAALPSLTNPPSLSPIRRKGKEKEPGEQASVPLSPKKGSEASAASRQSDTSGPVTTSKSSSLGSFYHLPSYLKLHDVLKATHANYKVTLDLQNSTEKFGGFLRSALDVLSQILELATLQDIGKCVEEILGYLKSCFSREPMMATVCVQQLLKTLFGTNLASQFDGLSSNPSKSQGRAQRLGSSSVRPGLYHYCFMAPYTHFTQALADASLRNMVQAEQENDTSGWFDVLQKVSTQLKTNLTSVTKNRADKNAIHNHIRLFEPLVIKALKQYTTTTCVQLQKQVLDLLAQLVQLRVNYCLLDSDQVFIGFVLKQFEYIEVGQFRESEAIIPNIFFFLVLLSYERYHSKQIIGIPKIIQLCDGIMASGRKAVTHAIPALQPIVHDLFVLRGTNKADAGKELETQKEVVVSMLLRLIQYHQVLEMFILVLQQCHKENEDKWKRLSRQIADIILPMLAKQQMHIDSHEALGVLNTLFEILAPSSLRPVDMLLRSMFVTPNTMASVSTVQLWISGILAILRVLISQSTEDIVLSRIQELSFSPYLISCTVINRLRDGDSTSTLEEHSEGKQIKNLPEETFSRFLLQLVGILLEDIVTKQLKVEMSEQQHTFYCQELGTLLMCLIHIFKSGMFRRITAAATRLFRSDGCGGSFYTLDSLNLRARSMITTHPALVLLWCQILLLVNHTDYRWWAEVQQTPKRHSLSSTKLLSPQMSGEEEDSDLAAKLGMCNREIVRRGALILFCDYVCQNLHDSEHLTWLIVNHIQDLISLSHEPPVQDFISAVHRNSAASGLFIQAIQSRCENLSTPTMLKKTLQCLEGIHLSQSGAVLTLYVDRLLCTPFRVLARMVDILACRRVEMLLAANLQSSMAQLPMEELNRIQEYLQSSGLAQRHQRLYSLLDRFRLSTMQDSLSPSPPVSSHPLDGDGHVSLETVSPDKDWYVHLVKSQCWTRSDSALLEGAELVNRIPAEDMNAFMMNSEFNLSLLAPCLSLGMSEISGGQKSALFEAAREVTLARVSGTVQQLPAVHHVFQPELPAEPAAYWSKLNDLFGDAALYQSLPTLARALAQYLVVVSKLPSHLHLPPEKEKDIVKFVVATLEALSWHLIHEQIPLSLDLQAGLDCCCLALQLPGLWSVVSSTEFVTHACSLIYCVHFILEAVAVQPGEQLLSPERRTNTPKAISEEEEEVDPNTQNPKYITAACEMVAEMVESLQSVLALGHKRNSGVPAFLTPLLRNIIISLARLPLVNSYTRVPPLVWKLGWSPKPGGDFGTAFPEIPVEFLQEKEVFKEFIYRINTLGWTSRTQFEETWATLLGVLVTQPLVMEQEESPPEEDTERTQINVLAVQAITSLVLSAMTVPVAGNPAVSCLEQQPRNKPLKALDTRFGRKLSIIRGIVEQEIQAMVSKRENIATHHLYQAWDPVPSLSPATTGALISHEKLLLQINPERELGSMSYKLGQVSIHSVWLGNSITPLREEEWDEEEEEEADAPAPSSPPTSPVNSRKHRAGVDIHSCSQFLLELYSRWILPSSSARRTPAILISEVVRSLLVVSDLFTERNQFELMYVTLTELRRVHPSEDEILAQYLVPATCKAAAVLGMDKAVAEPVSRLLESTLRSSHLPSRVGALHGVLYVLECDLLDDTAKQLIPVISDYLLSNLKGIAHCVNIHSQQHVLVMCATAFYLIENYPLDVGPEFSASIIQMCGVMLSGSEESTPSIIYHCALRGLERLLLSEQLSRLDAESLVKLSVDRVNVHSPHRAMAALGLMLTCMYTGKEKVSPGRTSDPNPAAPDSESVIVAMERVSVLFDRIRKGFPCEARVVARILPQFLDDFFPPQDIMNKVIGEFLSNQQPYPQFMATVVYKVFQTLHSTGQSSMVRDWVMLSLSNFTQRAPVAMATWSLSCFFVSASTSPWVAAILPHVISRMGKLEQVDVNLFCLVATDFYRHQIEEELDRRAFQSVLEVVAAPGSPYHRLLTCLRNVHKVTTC
Pf apPOL inh = Pf-apPOL DNA polymerase inhibition; Recombinant Pf-apPOL, molecular beacon fluorescence, 1.5 h; inhibition, % at 10 µM; 210,000 compounds, 0.25% hits
* marks the source's active call; other numbers are inactive results; i = inactive; . = no result given; & = joins results of further samples. Cut-off read from the data, not from the text of the source: active = inhibition above about 50%; inactive = the rest.

SMILES | mHTT CaM bind | Pf apPOL inh
O=C1NCCCn2cc(S(=O)(=O)Nc3cccc(F)c3)cc21 | -8 | 4
CCCn1c(=O)c(C(N)=O)cn(C2CC2)c1=O | . | -10
CCOc1ccc(NC(=O)NCC(O)c2ccc(C(F)(F)F)cc2)cc1 (configuration not stated) | -15 | -7
O=C(Cc1ccc(F)cc1)c1ccc(O)cc1O | -1 | -6
COc1ccc2nc(N3CCC(C(=O)NCCCN4CCOCC4)CC3)sc2c1 | 6 | -8
COc1ccccc1CNc1ccc2c(c1)nc(C)n2C | 7 | 0
CC(C)(C)c1cc(C(=O)Nc2ccccc2)nc2ccnn12 | -103 | -1
COc1ccc(NC(=O)N2CCCC2c2nc(-c3ccc(F)cc3F)no2)c(OC)c1 (configuration not stated) | 5 | -1
Cc1cccc(-c2nnc(C)c(N3CCCCC3C)n2)c1 (configuration not stated) | 6 | 1
CC(C)c1cc(NCCOCCO)n2c(nc3ccccc32)c1C#N | 11 | -83
CC1CN(C)C(C)C/C1=N\OC(=O)COc1ccc(Cl)cc1 (configuration not stated) | i | 4
CCn1c(-c2ccc([N+](=O)[O-])cc2)csc1=Nc1cc(C)ccn1 | . | -25
COc1cc2nc(-c3ccc(C)c([N+](=O)[O-])c3)oc(=O)c2cc1OC | -2 | -7
O=C(CSc1ccc(Cl)cc1)N1CCN(c2ncc(C(F)(F)F)cc2Cl)CC1 | . | -9&-9
O=C1CC(c2ccc(Cl)cc2)Sc2nc(-c3ccccc3)nn21 (configuration not stated) | 0&-3 | -5&4
N#Cc1ccccc1CN1CCCN(c2cccc(NC(=O)C3CCC3)c2)C1=O | 12 | 0
Cc1ccc(NC(=O)c2cc3c(CO)cnc(C)c3oc2=Nc2ccc(C)c(F)c2)cc1 | 1 | 35
Cc1ccc(S(=O)(=O)N2CCc3c(c(-c4nc(C5CC5)no4)nn3C)C2)cc1C | 25 | -1
CCN(C)C1CN(Cc2cn(Cc3ccc(OC)cc3)nn2)S(=O)(=O)C1 (configuration not stated) | -8 | -9
CC(=O)C1=C(O)C(=O)N(c2cccnc2)C1c1ccc([N+](=O)[O-])cc1 (configuration not stated) | 0 | -10
c1ccc(CNCC2OCCc3ccccc32)cc1 (configuration not stated) | 0 | 0
COc1cc(C)c(C)cc1S(=O)(=O)N(Cc1ccsc1)Cc1ccccn1 | -12 | -7
Cc1ccc([C@H]2C[C@@H](n3cc(C4CC4)nn3)[C@H](O)CN2Cc2cccs2)cc1 | 32 | -1
C#CCOC(=O)CCCN1C(=O)c2cccc3cccc(c23)C1=O | -9 | -2
Cn1c(=O)c2c(nc(NCCOCCO)n2Cc2ccc(Cl)c(Cl)c2)n(C)c1=O | 1 | -1
O=S(=O)(NCCSCc1ccco1)c1ccc2c(c1)OCCO2 | -5 | -8
COc1ccccc1CCC(=O)N1CCn2cnnc2C1 | -10 | 1
Cc1csc(-c2cccc(CN)c2)n1 | -3 | 0
CCN(CC)CCCNC(=O)c1cc(-c2ccc3c(c2)OCO3)on1 | -3 | 2
CC(=O)N1CCC2(CC1)N=C(c1ccc(C)cc1)CC(c1cc(Cl)ccc1O)N2 (configuration not stated) | 14 | 0
COc1cc(CN2CCc3nc(Nc4ccc(F)cc4F)ncc3C2)cc(OC)c1OC | 34 | -6
CCCCCn1cnc2sc3c(c2c1=O)CCC(C)C3 (configuration not stated) | -9 | .
O=C(CC12CC3CC(C1)CC(c1ccccc1)(C3)C2)NCCN1CCOCC1 | 26 | -14
CCOC(=O)C=CCOc1cc2c(C(=O)OCC)c(C)oc2cc1Br | -10 | -5
COc1nccnc1N1CCC(NC(=O)c2cnn3cccnc23)C1 (configuration not stated) | 7 | 16
COC(=O)C1=C(C)N(Cc2ccccc2)C(=O)NC1c1ccccc1[N+](=O)[O-] (configuration not stated) | 28 | 4

4 of the compounds above, as tab-separated lines.
SMILES	mHTT CaM bind	Pf apPOL inh
COc1ccccc1CCC(=O)N1CCn2cnnc2C1	-10	1
Cc1csc(-c2cccc(CN)c2)n1	-3	0
CCN(CC)CCCNC(=O)c1cc(-c2ccc3c(c2)OCO3)on1	-3	2
CC(=O)N1CCC2(CC1)N=C(c1ccc(C)cc1)CC(c1cc(Cl)ccc1O)N2 (configuration not stated)	14	0

Four of these compounds in another layout.
smiles	mHTT CaM bind	Pf apPOL inh
CCN(CC)CCCNC(=O)c1cc(-c2ccc3c(c2)OCO3)on1	-3	2
COc1ccccc1CCC(=O)N1CCn2cnnc2C1	-10	1
CCCCCn1cnc2sc3c(c2c1=O)CCC(C)C3 (configuration not stated)	-9	.
O=C(CC12CC3CC(C1)CC(c1ccccc1)(C3)C2)NCCN1CCOCC1	26	-14

Next section
SMILES | mHTT CaM bind | Pf apPOL inh
CC(=O)N1CCc2cc(Br)cc(S(=O)(=O)NCCc3ccccc3)c21 | 20 | -4
CCC(C)Nc1cc(C(C)C)c(C#N)c2nc3ccccc3n12 (configuration not stated) | 0 | -69
COc1cc(C(=O)O)c(CNC(=O)CSc2nnnn2C)c(OC)c1OC | -11 | -5
Cc1cc(O)c(C=Nc2ccc3c(c2)OCCO3)c(C)c1Cl | 7 | 22
CCCCOc1ccc(/C=c2\sc3nc(-c4cccnc4)nn3c2=O)cc1 | 6 | -2
O=C1CC(NC(=O)NCc2ccc(Cl)cc2)CN1 (configuration not stated) | -15 | -4
CCOC(=O)c1c(N)nc2n1CCC2 | -3 | .
CCN(CC)C(=O)c1ccc(-c2cccs2)s1 | . | -29
O=C(Nc1ccc2nsnc2c1)NC1CCCCC1 | -7 | -5
Cc1nn(CC(=O)N2CCN3CCCC3C2)cc1Cl (configuration not stated) | -2 | .
CCN1CCN(c2ncc3c(n2)CCN(Cc2ccc(Br)s2)C3)CC1 | 38 | -2
COc1cc(NC(=O)NCCNC(=O)c2ccc(NC(=O)C(C)(C)C)cc2)cc(OC)c1 | 1 | -3
Cc1ccc(NC(=O)Cn2nc(N3CCSCC3)c3ccccc3c2=O)cc1F | -5 | -1
COc1ccc(Cl)cc1NC(=O)Cn1nc2cc(-c3ccccn3)nc(C)n2c1=O | -6 | -8
CCN1C2=NCCN2c2cc(C)c(C)cc21 | 1 | -3
Cc1cc([N+](=O)[O-])nn1CC(=O)Nc1cnc2ccccc2c1 | 6 | 4
O=C(NCCc1csc(C2CCCN(C(=O)c3cnccn3)C2)n1)C1CC1 (configuration not stated) | -5 | -3
Cc1ccc(C2=NC(=O)/C(=C/c3ccsc3)S2)cc1 | -2 | -1
O=C1C2CCCN2C(c2ccccc2)N1c1nccs1 (configuration not stated) | 3 | -6
COc1ccccc1-c1cc(C(=O)Nc2c(Cl)cccc2Cl)no1 | -2 | -10
OCCNCCOc1ccccc1F | -9 | -16
CC(=O)NS(=O)(=O)c1ccc(NC(=O)CC(C)c2ccccc2)cc1 (configuration not stated) | -1 | -7
COc1ccccc1N1CCN(CCNS(=O)(=O)c2ccc(F)c(C)c2)CC1 | -6 | 0
CC1CCCN(S(=O)(=O)c2ccc(NC(=O)COc3ccccc3)cc2)C1 (configuration not stated) | -4 | -6
COCCN1CCC(N2CCCN(C(=O)c3cc(-c4cccs4)[nH]n3)CC2)C1=O (configuration not stated) | 4 | 3
COc1cccc(NC(=O)c2oc3ccc(S(=O)(=O)N4CC(C)CC(C)C4)cc3c2C)c1 (configuration not stated) | -8 | -8
O=c1c2c(nc3cc[nH]n13)CCN(S(=O)(=O)c1ccc(Cl)s1)C2 | -6 | 0
O=C(NCc1cccnc1)c1cccc(Br)c1 | -4 | 4
CC1=C(C(N)=O)C(c2ccc(C)o2)n2nc(-c3cccc(Cl)c3)nc2N1 (configuration not stated) | 34 | -6
N#C/C(=C(/O)c1cccc(F)c1)c1nc2ccccc2s1 | -2 | 1
CC(=O)N1CCc2cc(Br)cc(S(=O)(=O)NCCCN3CCCCC3)c21 | 3 | -1
CCn1cnc2ccc(-c3noc(CCc4c[nH]c5ccccc45)n3)cc21 | 100* | -3
O=S(=O)(c1ccc(Cl)cc1)N1CCN(c2ccc(F)cc2)CC1 | 0 | -11
O=C(NC1CCCCC1)[C@@H]1CC=C[C@@H]2CCN(Cc3ccc(Cl)c(Cl)c3)C(=O)[C@@H]21 | -2 | -7
COc1ccc(C2=NN(c3ccccc3)CC2)cc1 | -5 | -6
CCCN1CCC(N2CCN(S(=O)(=O)c3ccc(F)cc3)CC2)CC1 | -4 | 12
COc1ccc(C)cc1NC(=O)N1CCCC1c1cccc(C)c1 (configuration not stated) | -6 | 2
COc1ccccc1/C=C1\C=C(c2ccc(C)cc2C)OC1=O | 39 | -3
O=C(NCc1cc(F)ccc1F)c1cn2c(n1)CCCC2 | -1 | -2
C=CCOc1ccccc1CN1CCc2cc(OC)c(OC)cc2C1 | 5 | -1
COc1cccc(NC(=O)c2sc3nc4c(cc3c2N)C(=O)CCC4)c1 | 9 | 1
O=C(c1ccccc1)c1ccc(N2CCN(C(=O)c3ccc(Br)cc3)CC2)c(F)c1 | -13 | -8
O=C1c2ccccc2C(=O)C2C3c4ccccc4C(c4ccccc43)C12 (configuration not stated) | 10 | -1
CC(=O)Nc1ccc(NC(=O)CCc2ccc3ccn(C)c3c2)cc1 | -7 | -2
Cc1c(C(=O)NC2CCCCCC2)cccc1[N+](=O)[O-] | -9 | -2
CCCn1cc(C2=CCN(C(=O)Nc3cccc(C)c3C)CC2)c2cccnc21 | 16 | -5
COc1cc(C(=O)NC(C)COc2ccc(C(C)C)cc2)cc(OC)c1OC (configuration not stated) | -16&-1 | 3&2
OCCN(Cc1ccccc1)Cc1ccccc1 | -4 | -2
Cc1cc(C)c(NC(=O)c2ccc(N(C)C)cc2)c(C)c1 | 0 | 26
O=C(NC1CC1)c1ccc(OCC2CCCN(C(=O)Cc3cccc(F)c3)C2)cc1 (configuration not stated) | 19 | 0
O=C(NCc1ccncc1)c1ccc(-c2ccsc2)nc1 | -2 | -3
Cc1nc(Oc2ccccc2)c2oc3ccccc3c2n1 | -3 | 4
O=C(O)c1cccc(N2N=C(C(F)(F)F)/C(=C/c3ccc(-c4ccccc4[N+](=O)[O-])o3)C2=O)c1 | 37 | 4
CC(c1ccccc1)N1CCN(c2c3c(nc4ncnn24)CCC3)CC1 (configuration not stated) | 13 | -2
Cc1ccc(S(=O)(=O)NCCC2CCN(C(=O)c3ccccc3)CC2)cc1 | 46 | 3
COC(=O)[C@H](C(C)C)N(Cc1cc(OC)cc(OC)c1)S(=O)(=O)CCl | -28 | -4
CC(C)(C)c1csc(NC(=O)c2ccc(F)cc2)n1 | -33&-6 | -4&0
Clc1ccc2c(c1)C1C=CCC1C(c1cccc3ccccc13)N2 (configuration not stated) | 65* | .
CC1CCc2c(C(=O)NCc3ccc4c(c3)OCO4)csc2C1 (configuration not stated) | -14 | -1
COCn1nnc(-c2ccc(Cl)cc2)n1 | -13 | .

Full records, quoted from the list. Order of screens: mHTT CaM bind, Pf apPOL inh
Record of CC(c1ccccc1)N1CCN(c2c3c(nc4ncnn24)CCC3)CC1 (configuration not stated) → 13, -2
Record of Cc1cc(C)c(NC(=O)c2ccc(N(C)C)cc2)c(C)c1 → 0, 26
Record of O=C(NC1CC1)c1ccc(OCC2CCCN(C(=O)Cc3cccc(F)c3)C2)cc1 (configuration not stated) → 19, 0
Record of Clc1ccc2c(c1)C1C=CCC1C(c1cccc3ccccc13)N2 (configuration not stated) → 65*, .
Record of COC(=O)[C@H](C(C)C)N(Cc1cc(OC)cc(OC)c1)S(=O)(=O)CCl → -28, -4

3 neighbouring entries out of the list so far, for reference:
SMILES | mHTT CaM bind | Pf apPOL inh
Clc1ccc2c(c1)C1C=CCC1C(c1cccc3ccccc13)N2 (configuration not stated) | 65* | .
CC1CCc2c(C(=O)NCc3ccc4c(c3)OCO4)csc2C1 (configuration not stated) | -14 | -1
COCn1nnc(-c2ccc(Cl)cc2)n1 | -13 | .

(more compounds)
SMILES | mHTT CaM bind | Pf apPOL inh
O=C(C1CC1)N1CCc2cc(S(=O)(=O)Nc3ccc(F)c(Cl)c3)ccc21 | 0 | 6
O=C(c1ccc(OCC2CCN(C(=O)c3ccc(Cl)cc3)CC2)cc1)N1CCCC1 | 24 | 3
C=CCNC(=S)N/N=C/c1ccc(OC)c(CSC2=NC3C=CC=CC3S2)c1 (configuration not stated) | i | .
Cc1nc(C(=O)Nc2cccc(OC(F)(F)F)c2)c(C)o1 | -40 | 6
O=C(Cc1cc(-c2ccc3c(c2)OCO3)on1)NC1=NCCS1 | -3 | -2
CN(CCCNC(=O)C1CCCN(c2ccncc2)C1)c1ccccc1 (configuration not stated) | 15 | -3
CCn1ccc(C(=O)N2CCC(CCOc3cccc(F)c3)CC2)n1 | 4 | 1
COc1ccc(NC(=O)CN2C(=O)NC3(CCCCC3)C2=O)cc1 | 1 | -2
CC(C)Cn1c(=O)c(-c2ccc(C(=O)NCc3ccncc3)cc2)nc2ccccc21 | 1 | -1
Cc1cc(C2CCCN2Cc2cn[nH]c2-c2cccc(Br)c2)no1 (configuration not stated) | 36 | -4
CSC1=NC(C)(C)Cc2ccccc21 | 0 | -4
O=C(CCC1CCCCC1)NCc1ccc2[nH]c3c(c2c1)CCCC3 | 98* | -7
CS(=O)(=O)c1ccccc1NC(=O)C1CCCCN1S(=O)(=O)c1cccs1 (configuration not stated) | -2 | -1
Cc1ccccc1CNC(=O)c1cc2c(s1)CN(C1CCCC1)C2 | 8 | 5
O=C(NCc1ccc2c(c1)OCO2)c1ccc2c(c1)nc1n2CCCCC1 | 1 | -1
COc1ccccc1NC(=O)NCCc1csc2nc(-c3cccs3)nn12 | -12 | -8
O=C(Nc1ccc2c(c1)C(=O)NCC2)c1cc(Cl)ccc1Cl | -5 | 9
